KDM5B inh – Primary screen for KDM5B Histone Demethylases FDH-coupled qHTS. Lysine-specific demethylase 5B (Homo sapiens), Q9UGL1. KDM5B demethylase, FDH-coupled NADH fluorescence (FDH is formaldehyde dehydrogenase). Potency, µM (highest dose often 57.7 µM), for the others: at the top dose activity change, negative = inhibition, hits mostly inhibitors. 220,000 compounds, 2.6% hits. AID 1347165, 2019; active means well fitted inhibition curve with a large enough effect; inconclusive means small, poorly fitted or top-dose-only effect; inactive means no such curve, though single readings can be large or run the other way; further: 0% is about no effect; nearly all actives have a fitted effect of over 70% in size
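KDM5BΔAP (200 nM final) in 50 mM HEPES pH 7.5, 0.01% Tween-20 was preincubated 10 min at RT with compound over a concentration range. Substrate mix (H3K4me3 12.5 µM, α-KG 25 µM, Fe²⁺, ascorbate, NAD⁺, FDH) was added, and NADH fluorescence change over 30 min gave dose-response curves.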
* = called active by the depositor; ? = inconclusive; [ ] = another dose, or the depositor's remark. Potency means the concentration at half of the fitted maximal effect.

| nr | KDM5B inh | compound |
| --- | --- | --- |
| 1 | -11% | O=C(c1ccc2[nH]ccc2c1)N1CCN(C(=O)c2nnn3c2COC(c2ccccc2)C3)CC1 (stereo unspecified) |
| 2 | 22µM* | O=C(CCc1ccnc(N2CCCC2)c1)N1CCN(c2cccc(Cl)c2)CC1 |
| 3 | ? | COc1cccc(NC(=O)Nc2cccc(-c3cn4cccnc4n3)c2)c1 |
| 4 | 12% | Cc1cccc(NC(=O)CCCCC(=O)Nc2cccc(C)c2)c1 |
| 5 | -14% | COc1cccc(F)c1C(=O)N1C[C@@H](CN2CCOCC2)[C@@H](CO)C1 |
| 6 | 28% | NCCC1CCN(C(=O)Nc2cc(F)cc(F)c2)CC1 |
| 7 | -5%[86.2 µM] | Cn1c(CO[C@H]2CN(Cc3ccc4c(c3)OCO4)C[C@H]2F)nc2ccccc21 |
| 8 | 22% | Cc1ccc(C)c(OCCn2cc(C(=O)c3ccco3)c3ccccc32)c1 |
| 9 | ? | Cc1ccc(CN2CCc3nn(C)c(=O)n3CC2)o1 |
| 10 | -5% | CCCC1(CO)CCCN(Cc2cnn(-c3cccc(F)c3)c2)C1 (stereo unspecified) |
| 11 | 4% | O=C(NCc1ccccn1)C1CCN(C(=O)c2ncn3c2COC(c2ccc(Cl)cc2)C3)CC1 (stereo unspecified) |
| 12 | 22% | COc1ccc(N(C(=O)c2cccs2)C2C=CS(=O)(=O)C2)cc1 (stereo unspecified) |
| 13 | -10% | O=C(NN=C1CCCC1)c1cccc(O)c1 |
| 14 | ? | O=C(NC1CCN(c2cc(-c3ccc(F)cc3)[nH]n2)C1)c1ccc(F)cc1Cl (stereo unspecified) |
| 15 | 19% | Cc1nc(-c2cc(C#N)c(Sc3cccc(C(F)(F)F)c3)nc2C)cs1 |
| 16 | 0% | Cc1ccc(NC(=O)c2ccc3ccccc3n2)cc1C |
| 17 | ? | O=C(CNCCc1ccc(Cl)cc1)Nc1ccc(C(=O)N2CCCCC2)cc1 |
| 18 | -24% | COc1ccc(CC(=O)OC(C)C(=O)c2ccc(C)cc2)cc1Br (stereo unspecified) |
| 19 | 18% | COc1ccc(/C=C(\C#N)C(=O)C(C)(C)C)c(OC)c1 |
| 20 | ? | O=C(Nc1nc2n(n1)C(c1ccc(F)cc1)C=C(c1ccccc1)N2)c1cccc([N+](=O)[O-])c1 (stereo unspecified) |
| 21 | 10% | N#CCc1ccc(OCc2ccccc2N)cc1 |
| 22 | -5% | Cc1ccc(CN(C(=O)CCc2c[nH]c3ccccc23)C(C)C)o1 |
| 23 | -39% | O=C(CSc1nc2c([nH]c3ccccc32)c(=O)n1-c1ccccc1)N1CCCc2ccccc21 |
| 24 | -10%[149 µM] | CC(C)CCN1CCCC12Cc1ccccc1CNC2=O (stereo unspecified) |
| 25 | 22% | Cc1cc(Cl)ccc1NC(=O)C1CC2CCC1C2 (stereo unspecified) |
| 26 | ? | CC(C)n1ncc2c(C(=O)NCc3ccccc3F)c3c(nc21)CCC3 |
| 27 | ? | COc1ccc(S(=O)(=O)NCCc2csc(-c3ccc(F)cc3)n2)cc1F |
| 28 | -8% | CC(C)c1nc2c(c(-c3ccc(O)cc3)n1)CN(Cc1cccc(F)c1)CC2 |
| 29 | 3% | O=c1[nH]c(=O)n(-c2ccccc2F)c2c1C(C(F)(F)F)(C(F)(F)F)N=C(c1ccncc1)N2 |
| 30 | -8% | CCn1c(=O)cc(OCC(=O)Nc2cc(Cl)c(OC)cc2OC)c2ccccc21 |
| 31 | 15% | COc1ccc(CNC(=O)C2CCC(=O)N2C(C)C)c(OC)c1 (stereo unspecified) |
| 32 | -8% | COc1cccc(NC(=O)Nc2c(NC3CCCCC3)c3ccccc3oc2=O)c1 |
| 33 | -9% | Cc1ccc(Nc2nc(-c3c(C)nc4sccn34)cs2)cc1 |
| 34 | 4% | O=C(C1CCC1)N1CCC(c2noc(CO)n2)C1 (stereo unspecified) |
| 35 | -8% | CC1(C)Cc2c(c(N3CCOCC3)nc3sc4c(NCCc5ccccc5)nnnc4c23)CS1 |
| 36 | 0% | Nc1nc(CN2CCN(C(=O)c3cc(C(F)(F)F)cc(C(F)(F)F)c3)CC2)nc2ccccc12 |
| 37 | -9% | Cc1ccc(OCC(=O)NCC2(N3CCN(C)CC3)CCCCC2)cc1 |
| 38 | -13% | Cc1c(Cl)cccc1NC(=O)c1ccc2snnc2c1 |
| 39 | -7% | Cc1nn(-c2ccc(F)cc2)c(Oc2ccc(F)cc2F)c1CCC(=O)NCC1CC1 |
| 40 | -11% | COCCCNC(=O)N1CC(c2nc(CCOCC3CCOCC3)no2)C1 |
| 41 | 18%[86.2 µM] | CN(C(=O)c1ccc(F)cc1)C1CCc2ccccc21 (stereo unspecified) |
| 42 | 9% | Cn1ccc(NC(=O)c2nn(Cc3ccccc3)c(=O)c3ccccc23)n1 |
| 43 | 19% | COc1ccc(/C=C(/C#N)c2ccc(C(F)(F)F)cn2)cc1OC |
| 44 | -23% | COc1ccc(-c2noc(CN(C(=O)COc3cc(C)c(Br)c(C)c3)C(C)C)n2)cc1 |
| 45 | 19% | CNC(=O)[C@@H]1CN(C(=O)c2cccc(C(F)(F)F)c2)C[C@H]1COC |
| 46 | ? | O=C(Cn1cc(S(=O)(=O)c2ccccc2)c(=O)c2cc3c(cc21)OCO3)Nc1ccccc1 |
| 47 | ? | COc1cc(OC)cc(-c2nc3nc(C)c(CCC(=O)Nc4ccc(F)cc4F)c(C)n3n2)c1 |
| 48 | -16% | COc1ccc(OC)c(CCNC(=O)CS(=O)(=O)Cc2nc(-c3ccc(C)cc3)oc2C)c1 |
| 49 | 28µM* | CCC(=O)Nc1ccc(-c2c(-c3cc(OC)cc(OC)c3)nn(-c3ccc(C)cc3)c2OC(C)=O)cc1 |
| 50 | -17% | N#Cc1ccsc1NC(=O)CSc1nnc(-c2ccccc2Cl)n1C1CCCC1 |
| 51 | -9% | COC(=O)C1CN(Cc2cn(Cc3ccc(Cl)cc3)nn2)CCS(=O)(=O)N1Cc1ccc(Cl)cc1 (stereo unspecified) |
| 52 | -14% | O=C(NC1CC(=O)N(c2cccc(F)c2)C1)C1CCCCC1 (stereo unspecified) |
| 53 | ? | COc1ccc(C(=O)N[C@@H]2CCC[C@@H]2C(=O)Nc2cc(F)ccc2C)cn1 |
| 54 | 14% | COc1ccc(S(=O)(=O)NC(C)C(=O)NCC2CCCO2)cc1OC (stereo unspecified) |
| 55 | 11% | CCOc1ccc(NC(=O)N2C[C@@H](F)C[C@H]2C(=O)N2CCc3ccccc3C2)cc1 |
| 56 | -18% | Cc1ccc(CN2CCc3nc(Nc4ccc5c(c4)OCCO5)ncc3C2)cc1 |
| 57 | 1%[115 µM] | O=C(c1cc(-c2ccc(Cl)cc2Cl)c2cccn2n1)N1CCOCC1 |
| 58 | ? | CC1(C(=O)Nc2ccc(F)c(Cl)c2)COCc2cnc(Nc3ccccc3)nc21 (stereo unspecified) |
| 59 | -6% | COc1cc(=O)n2c(c1C(=O)Nc1ccc(N(C)C)cc1)CCCC2 |
| 60 | ? | O=C(Cn1c(=O)n(-c2ccccc2)c(=O)c2ccc(C(=O)NCc3ccc4c(c3)OCO4)cc21)Nc1ccc(Br)cc1 |

(further entries)
| nr | KDM5B inh | compound |
| --- | --- | --- |
| 61 | 1% | O=C(C[C@@H]1C[C@H]2O[C@H](CNC3CCNCC3)[C@@H](O)[C@H]2O1)N1CCOCC1 |
| 62 | 10%[86.2 µM] | Cn1nc(C2CCN(C(=O)c3cccc(Cl)c3)CC2)[nH]c1=O |
| 63 | ? | C(=Nc1ccc(Nc2ccccc2)cc1)c1ccc(OCc2ccccc2)cc1 |
| 64 | -13% | CCN1CCC2(CCC1=O)CN(Cc1cc(C#N)n(CC)c1)CCN2C (stereo unspecified) |
| 65 | -22% | Cc1[nH]cnc1-c1nccn1CCN1N=C(c2ccccc2)CCC1=O |
| 66 | ? | COc1cc(Cl)c(C)cc1NC(=O)C1CCN(c2nc3ccccc3n3cccc23)CC1 |
| 67 | -82% | O=C(CSc1nc2c(oc3ccccc32)c(=O)n1-c1ccccc1F)Nc1ccccc1 |
| 68 | -19% | OC[C@@H]1CNC[C@H]1C1CCN(Cc2ccsc2)CC1 |
| 69 | 12% | CCCNC(=O)N(C1CCOCC1)C1CCN(C(=O)c2cccc(C(F)(F)F)c2)CC1 |
| 70 | 5% | C/C(=N\NC(=O)Cc1cccc2ccccc12)c1cccc(NC(=O)c2ccc(Cl)cc2)c1 |
| 71 | 5% | CS(=O)(=O)c1cccc(C(=O)OCC(=O)NCc2cccs2)c1 |
| 72 | ? | COc1ccc(-c2noc([C@@H]3CCCN3C(=O)c3ccc(F)cc3Cl)n2)cc1OC |
| 73 | -21% | CC(=O)N1c2ccc(S(=O)(=O)NCC3CCC(C(=O)Nc4ccc(C)c(C)c4)CC3)cc2CC1C (stereo unspecified) |
| 74 | -5% | O=C(Nc1cccc(S(=O)(=O)N2CCOCC2)c1)c1nc(-c2ccccc2)n(-c2ccccc2)n1 |
| 75 | -10% | CN(C)C[C@H]1O[C@@H](CO)[C@@H](O)[C@H]1N1CCN(c2ncccn2)CC1 |
| 76 | -20% | Cc1cc(C(=O)N2CCC(N3CCCC(C(=O)NCCc4ccccc4)C3)CC2)n[nH]1 (stereo unspecified) |
| 77 | 18% | Cc1cccc(CCN(C(=O)c2csnn2)C(C(=O)NC2CCCC2)c2ccco2)c1 (stereo unspecified) |
| 78 | -15% | O=C(O)CCC1CCN(C(=O)c2ccccc2)CC1 |
| 79 | -10% | CCc1nc2nc(-c3cccc(OC)c3)cc(=O)n2[nH]1 |
| 80 | ? | CCN(CC)c1cc(C)c2cc(NC(=O)c3cccc(OC)c3OC)ccc2n1 |
| 81 | 3% | Cc1ccc(C(=O)N2CCN(c3cc(C(F)(F)F)ncn3)CC2)s1 |
| 82 | -11% | COc1ccc(S(=O)(=O)n2ccnc2)cc1C(C)(C)C |
| 83 | -22% | CN1C(=O)CCC2(CNC(=O)c3ccncc3)CCCC=C12 (stereo unspecified) |
| 84 | 16% | COc1cccc(C(=O)CC(CC(=O)c2cccc(OC)c2)c2ccccc2C(=O)O)c1 |
| 85 | 18% | BrCC1CCCNC1 (stereo unspecified) |
| 86 | 0% | O=C(NC1CC(=O)N(c2cccc(F)c2)C1)C1CCCC1 (stereo unspecified) |
| 87 | 17% | CC(OC(=O)c1cccc(S(=O)(=O)N(C)C)c1)C(=O)c1ccccc1 (stereo unspecified) |
| 88 | 5% | O=C(COC(=O)c1cccnc1Nc1cccc(C(F)(F)F)c1)NCc1ccc2c(c1)OCO2 |
| 89 | 10% | CCc1ccc2c(c1)c1nc(C)sc1n2S(=O)(=O)c1ccc(C)cc1 |
| 90 | 5% | COc1ccccc1NC(=O)Nc1nc(CC(=O)NCCC(C)C)cs1 |
| 91 | ? | Cc1cc(C(=O)N[C@@H]2C[C@H](Cn3cc(CN4CCS(=O)(=O)CC4)nn3)[C@@H](O)[C@H]2O)no1 |
| 92 | -25% | O=C(c1ccco1)N1CCN(c2nc3c(Cl)cccc3s2)CC1 |
| 93 | 9% | CCN(C(=O)c1ccc2c(=O)n3c(nc2c1)CCCCC3)c1cc(C)ccc1C |
| 94 | -1% | O=C1Nc2ccccc2C12CCN([S+](=O)([O-])c1cccc(C(F)(F)F)c1)C2 (stereo unspecified) |
| 95 | ? | Cc1cn2nc(C(=O)NCCc3ccccc3)cc2c(N2CCSCC2)n1 |
| 96 | 24% | CN(C)C(=O)Cc1ccc(C(F)(F)F)cc1 |
| 97 | -4% | O=C(Nc1cccc(C(F)(F)F)c1)c1nc2ccccc2nc1N1CCOCC1 |
| 98 | ? | CN(Cc1ccncn1)C(=O)c1ccccc1C1CCNC1 (stereo unspecified) |
| 99 | ? | COCC(=O)n1nc(NCc2ccc(F)cc2)nc1NCc1ccc(F)cc1 |
| 100 | -29% | CCN(CC)S(=O)(=O)c1ccc(N)c(N)c1 |
| 101 | ? | O=C(O)c1ccc2nc(-c3cc4cccc(O)c4oc3=O)[nH]c2c1 |
| 102 | ? | Cc1ccc(CNC(=O)c2ccc3cc[nH]c3c2)cc1 |
| 103 | -15% | CCOc1ccccc1NC(=O)N1CCCC(c2noc(COC)n2)C1 (stereo unspecified) |
| 104 | -9% | O=C(NC1CCCCC1)C1CCC(Cn2cnnn2)CC1 (stereo unspecified) |
| 105 | 8% | N#CC(C(=O)/C=C/c1ccccc1)C(=O)Nc1ccccc1Cl (stereo unspecified) |
| 106 | ? | CCOc1ccc(N=Nc2ccc(O)c3ncccc23)cc1 |
| 107 | -13% | COP(=O)(OC)c1nc(-c2ccc([N+](=O)[O-])cc2)oc1NCc1ccc(F)cc1 |
| 108 | 10% | Cc1ccc(CSc2ccc(-c3cccs3)nn2)cc1 |
| 109 | 4% | O=C(CCC1CCCC1)Nc1cccc(-c2nnc3n2CCCC3)c1 |
| 110 | ? | O=C(CCC[C@@H]1[C@H]2CCCN3CCC[C@@H](CN1C(=O)c1cccs1)[C@@H]23)N1CCOCC1 |
| 111 | -19% | Cc1nc(S(=O)(=O)N2CCN(c3ccccc3F)CC2)cn1C |
| 112 | -7% | Cc1ccccc1S(=O)(=O)N1CCC(n2cnnc2-c2ccccc2)CC1 |
| 113 | 18%[149 µM] | CC(=O)N1CCC2(CC1)CN(C(=O)CN(C)C)Cc1ccccc1O2 |
| 114 | ? | CCN1CCC(OCCCNC(=O)CCC[C@H]2NC[C@@H]3C[C@H]2CN(Cc2ccccc2)C3)CC1 |
| 115 | 5% | COc1ccc(N2CCN(C(=O)c3cc(S(=O)(=O)N4CCC(C)CC4)cn3C)CC2)cc1 |
| 116 | 30%[activator] | N#CC1(NC(=O)CSc2c(Cl)cccc2Cl)CCCCC1 |
| 117 | ? | COCC1CN(Cc2ccccc2C(F)(F)F)CC12CCNCC2 (stereo unspecified) |
| 118 | -11%[86.2 µM] | COc1ccccc1-c1cn2c(n1)CO[C@@H](CNC(=O)NC(C)C)C2 |

Screening data (PubChem BioAssay)

A portion of the library; the hit share may differ from the screen's.
